Compound activity (PubChem)
PMI act hi M6P: activators of human phosphomannose isomerase at near-saturating mannose 6-phosphate; actives 0.34% (n = 190,000); coupled PMI enzyme assay, resazurin fluorescence, 20 min; stronger effect = higher value; 1 = untreated enzyme, 0 = substrate-free blank; P34949; AID 1216; activation factor at 20 µM;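 active means activation factor of 2 or more at 20 µM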
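Technique: Diaphorase-driven resazurin-to-resorufin fluorescence, excitation 544, emission 590 nm | Assay system: Human PMI in coupled enzyme assay | Times: Enzyme reaction with compound 20 min at room temperature | Medium: HEPES-buffered pH 7.4 with magnesium and detergent | Reagent: Mannose-6-phosphate 1.0 mM (near-saturating) plus 0.22 mM NADP+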
TNAP inh hi DEA: blocks human TNAP under high phosphate acceptor concentration | P05186 | actives 0.03% (n = 200,000) | inhibition, % at 20 µM | AID 1135 | purified TNAP, CDP-star luminescence, 1 M DEA;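 active means over 50% inhibition of tissue-nonspecific alkaline phosphatase at 20 µM in the single-dose screen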;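 further: plate controls were DMSO wells for no effect and EDTA-quenched wells as full inhibition for full effect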
Target sequence (P05186 whole entry, looked up): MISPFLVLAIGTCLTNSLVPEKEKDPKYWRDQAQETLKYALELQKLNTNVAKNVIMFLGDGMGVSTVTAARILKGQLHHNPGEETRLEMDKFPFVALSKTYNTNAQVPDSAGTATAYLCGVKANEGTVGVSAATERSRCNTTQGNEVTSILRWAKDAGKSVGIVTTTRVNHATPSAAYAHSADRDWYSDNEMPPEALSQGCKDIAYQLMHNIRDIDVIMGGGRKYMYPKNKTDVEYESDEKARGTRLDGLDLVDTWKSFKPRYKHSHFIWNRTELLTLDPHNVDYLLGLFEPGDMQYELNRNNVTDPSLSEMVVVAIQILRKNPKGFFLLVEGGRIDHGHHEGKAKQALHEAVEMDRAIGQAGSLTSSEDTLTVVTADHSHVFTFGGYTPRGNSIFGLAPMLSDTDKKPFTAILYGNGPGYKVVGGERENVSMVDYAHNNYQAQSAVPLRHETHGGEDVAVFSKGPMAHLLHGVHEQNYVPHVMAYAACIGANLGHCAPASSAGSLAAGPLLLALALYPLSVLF
TNAP inh noacc: TNAP (human) inhibition, acceptor-free conditions; P05186; purified TNAP, CDP-star luminescence, 30 min; inhibition, % at 20 µM; actives 0.26% (n = 200,000);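 active means tissue-nonspecific alkaline phosphatase inhibition above about 50% at 20 µM in the single-dose screen, limit read from the data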;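 further: 0% = DMSO negative control and 100% = EDTA positive control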
FLuc act counter: firefly luciferase counter-screen for stimulation assays. 200,000 tested, under 10 active. ATPlite luciferase biochemical, luminescence, 10 min; 0 = ATP-free wells, 1 = DMSO control. AID 1027. P08659. activation factor at 10 µM;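 active means luciferase activation factor, scaled between plate controls, of at least 2 with compound at 10 µM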
Target sequence (P08659 whole entry, looked up): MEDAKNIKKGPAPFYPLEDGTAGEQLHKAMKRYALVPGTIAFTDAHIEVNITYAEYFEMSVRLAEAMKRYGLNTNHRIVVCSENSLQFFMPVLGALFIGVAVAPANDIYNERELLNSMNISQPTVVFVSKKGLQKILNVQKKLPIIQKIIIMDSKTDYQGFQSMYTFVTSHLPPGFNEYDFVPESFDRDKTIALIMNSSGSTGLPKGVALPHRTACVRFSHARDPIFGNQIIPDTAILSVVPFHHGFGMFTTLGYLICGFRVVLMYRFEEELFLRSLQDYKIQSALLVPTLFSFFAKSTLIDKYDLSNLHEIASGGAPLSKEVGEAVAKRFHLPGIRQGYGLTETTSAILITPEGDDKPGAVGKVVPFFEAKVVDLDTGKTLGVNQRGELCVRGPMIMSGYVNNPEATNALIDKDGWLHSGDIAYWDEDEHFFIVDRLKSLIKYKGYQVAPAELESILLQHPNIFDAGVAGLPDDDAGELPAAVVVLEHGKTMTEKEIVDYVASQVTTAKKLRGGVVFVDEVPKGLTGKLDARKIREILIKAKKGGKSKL
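test system = cell-free luciferase reagent | medium = PBS as buffer for the ATP substrate | dosing = test compounds dosed from 2 mM stocks in 100% DMSO | incubation = 10 min at ambient temperature | detection = luminescence measurement of luciferase light output | benchmarks = low control with PBS replacing ATP, high control enzyme plus ATP without compound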
NF-kB neuron act: NF-kB expression increase, human neuronal cells | actives 1.6% (n = 190,000) | NF-kB reporter expression; stronger effect = higher value | AID 1239 | fold change at 12.5 µM; in the data active means fold change above about 3.3
TNAP act hi DEA: activators of human TNAP at high phosphate acceptor concentration | P05186 | purified TNAP, CDP-star luminescence, 1 M DEA, 30 min; stronger effect = higher value; 0 = EDTA background, 1 = DMSO-only activity | activation factor at 20 µM | 200,000 tested, under 10 active;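 active means activation factor at least 2 at 20 µM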
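system = human TNAP | amount = enzyme diluted 1/800 final | reagent = 100 µM CDP-star substrate | signal = luminescent substrate turnover signal | dosing = one dose, 20 µM | benchmarks = EDTA negative control, DMSO positive control | measure = activation factor | timing = 30 min reaction, room temperature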
bIAP activator: intestinal alkaline phosphatase (bovine) activation; activation factor at 20 µM; AID 1016; purified bovine IAP, CDP-star luminescence, 30 min; stronger effect = higher value; fold of DMSO-control signal, blank-subtracted; actives 0.17% (n = 200,000);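 active means activation factor of 2 or more at 20 µM, a signal rise over negative controls twice the positive control's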
PMI act: increases human mannose-6-phosphate isomerase activity; P34949; purified human PMI, coupled resazurin fluorescence, 20 min; stronger effect = higher value; 1 = vehicle control, 0 substrate-free wells; activation factor at 20 µM; actives 0.005% (n = 190,000);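 active means activation factor of 2 or more at 20 µM, relative to plate controls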
APP 5'UTR act: activates APP 5'UTR luciferase reporter. activation, % at 2 µM. actives 1% (n = 190,000). SH-SY5Y APP 5'UTR luciferase reporter, luminescence; zero percent = DMSO vehicle wells;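 active means activation above a set limit, based on mean plus 3 SD of controls, cut at about 140% in these data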; further: values of inactives mirror those of a sister screen read the other way
FLuc inhib CS: inhibits firefly luciferase, flagging false hits in luciferase inhibition screens; P08659; ATPLite firefly luciferase biochemical luminescence, 10 min; inhibition, % at 10 µM; actives 1.5% (n = 200,000);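 active means inhibition above about 50% when tested at 10 µM, limit read from the data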
An asterisk follows results filed as active; . = no result given. Outcome played no part in choosing rows; 3.6% or so of the library scored in one or more.

No.	SMILES	TNAP inh hi DEA	FLuc act counter	NF-kB neuron act	PMI act	TNAP act hi DEA	TNAP inh noacc	FLuc inhib CS	bIAP activator	PMI act hi M6P	APP 5'UTR act
1	CN1CCCC(OC(=O)c2cc(Cl)ccc2Cl)C1 (configuration not stated)	-5	1	0.98	1	1.1	-9	-4	0.9	1	-1
2	CN(C)CC(C)(C)CNS(=O)(=O)CC12CCC(CC1=O)C2(C)C (configuration not stated)	-6	1	0.97	1	1.1	-12	-4	1	1.1	-5
3	Cc1nn(CCC(=O)O)c2nc(-c3cccnc3)cc(C(F)(F)F)c12	-9	1.1	0.99	1	1.1	-17	-7	0.9	1	5
4	COc1ccc(N2C(=O)/C(=C/c3ccc([N+](=O)[O-])cc3)N=C2C)cc1	-1	1.1	1.2	1	1	-3	-5	1	1	-3
5	CCn1c(-c2ccccc2)csc1=Nc1ccc(S(=O)(=O)O)cc1	-5	0.5	0.88	1.2	1.1	-8	54*	0.5	1.2	2
6	COc1ccccc1C(=O)Nc1ccccn1	-8	0.5	2.7	1	1.1	-19	46	0.9	1	51
7	Cc1ccc(NC(=O)C(=O)NC2CCCCC2)cc1	-5	1	3.3	1	1	-9	-4	1	1	18
8	CC(=O)NCCC(=O)Nc1ccc(C(N)=O)cc1	-2	1.1	1.2	1.1	1	-2	-6	1	1.1	9
9	COc1ccc(-c2nc(NC(=O)C3CCN(c4nc5ccccc5o4)CC3)sc2C)cc1	-8	1.1	0.65	0.7	1.1	-8	-6	1	0.9	-11
10	Cc1cc(C)n(-c2ccc(C(=O)NC(C)C)cc2)n1	-2	1	1.1	0.9	1	-9	0	1	0.9	6
11	Cc1cccc(NS(=O)(=O)c2ccc3c(c2)OCCO3)c1	-4	1	1.2	0.9	1	-6	1	1	1	0
12	O=C(/C=C/c1ccc([N+](=O)[O-])cc1)Nc1ncc([N+](=O)[O-])s1	20	0.4	1.4	1	0.8	14	61*	0.8	1	221*
13	Cc1ccc(N2CCN(/N=C/c3sccc3C)CC2)cc1	-4	1	1.2	1	1	-19	-3	0.8	0.9	-10
14	COc1ccccc1NC(=O)c1ccc2snnc2c1	4	1	1.9	1	1	-5	-4	1.1	1	1
15	COc1cc(CNC2CCCC2)cc(OC)c1OC	-1	1	0.94	1	1	-10	-2	0.9	1.1	-1
16	C/C(=C\C(=O)c1ccccc1)Nc1ccc(O)cc1	-2	0.7	4.5*	0.9	1	-8	27	0.9	1	3
17	CN1CCN(S(=O)(=O)c2ccc(NC(=S)NC(=O)c3ccc(Cl)cc3)cc2)CC1	-5	1.1	1.2	0.8	1.1	21	-6	0.8	0.9	27
18	COC(=O)c1cc(C(=O)Nc2nnc(CC(C)(C)C)s2)cc([N+](=O)[O-])c1	-2	1.1	1	1	1	-16	-7	0.9	1.1	29
19	O=C1C(=O)N(CCCN2CCOCC2)C(c2cccs2)/C1=C(/O)c1ccc2c(c1)OCO2 (configuration not stated)	1	1	0.99	1.1	1	-5	-2	1	1.1	7
20	CCN1/C(=C/C(C)=C/c2sc3ccccc3[n+]2CC)Sc2ccccc21	44	0.6	0.11	0.8	0.6	59*	42	0.7	1	-67

7 successive records out of the list so far, for reference:
No.	SMILES	TNAP inh hi DEA	FLuc act counter	NF-kB neuron act	PMI act	TNAP act hi DEA	TNAP inh noacc	FLuc inhib CS	bIAP activator	PMI act hi M6P	APP 5'UTR act
14	COc1ccccc1NC(=O)c1ccc2snnc2c1	4	1	1.9	1	1	-5	-4	1.1	1	1
15	COc1cc(CNC2CCCC2)cc(OC)c1OC	-1	1	0.94	1	1	-10	-2	0.9	1.1	-1
16	C/C(=C\C(=O)c1ccccc1)Nc1ccc(O)cc1	-2	0.7	4.5*	0.9	1	-8	27	0.9	1	3
17	CN1CCN(S(=O)(=O)c2ccc(NC(=S)NC(=O)c3ccc(Cl)cc3)cc2)CC1	-5	1.1	1.2	0.8	1.1	21	-6	0.8	0.9	27
18	COC(=O)c1cc(C(=O)Nc2nnc(CC(C)(C)C)s2)cc([N+](=O)[O-])c1	-2	1.1	1	1	1	-16	-7	0.9	1.1	29
19	O=C1C(=O)N(CCCN2CCOCC2)C(c2cccs2)/C1=C(/O)c1ccc2c(c1)OCO2 (configuration not stated)	1	1	0.99	1.1	1	-5	-2	1	1.1	7
20	CCN1/C(=C/C(C)=C/c2sc3ccccc3[n+]2CC)Sc2ccccc21	44	0.6	0.11	0.8	0.6	59*	42	0.7	1	-67

Further records.
No.	SMILES	TNAP inh hi DEA	FLuc act counter	NF-kB neuron act	PMI act	TNAP act hi DEA	TNAP inh noacc	FLuc inhib CS	bIAP activator	PMI act hi M6P	APP 5'UTR act
21	COc1cc(OC)cc(C(=O)N2CCN(Cc3ccccc3[N+](=O)[O-])CC2)c1	-6	1	1.2	0.7	1.1	-7	-1	1.1	0.8	-18
22	Cn1c(O)c(N=NC(=O)c2cccc(S(=O)(=O)N3CCCCC3)c2)c2ccccc21	2	1.1	0.52	1	1	0	-6	0.9	1	2
23	O=C(CSc1nnc(Cc2ccccc2)n1-c1ccc(Cl)cc1)N1CCOCC1	-3	1	1.1	1	1	-11	-1	1	1	.
24	Cc1ccc(NC(=O)N(C2CCCCC2)C(C)c2cccnc2)cc1C (configuration not stated)	-5	1	1.2	1	1.1	-17	-4	1	0.9	3
25	CC(C)c1ccccc1-n1c(SCC(=O)N2CCc3ccccc3C2)nc2ccccc2c1=O	1	1	0.53	0.9	1	3	1	0.8	1	4
26	CC1=Nc2ccc(C)cc2/C1=C/c1c(N)n2oc(C)cc2nc1=O	4	1	1	1	1	-2	-1	1.1	1	-2
27	COCCn1cc(C(=O)N2CCN(C)CC2)c2c3ccccc3n(C)c2c1=O	-4	1	0.96	1	1	-14	-3	1.1	1	-9
28	O=C(CSc1nnc2c(Cl)cc(C(F)(F)F)cn12)Nc1ccc2c(c1)OCO2	-3	1	1.1	0.9	1	-11	-2	1	0.9	-1
29	Cc1ccc2cccc(Oc3ccc([N+](=O)[O-])cc3[N+](=O)[O-])c2n1	0	1	1.1	0.9	1	-2	-3	1.4	0.8	-22
30	O=C(Nc1cccc(NC(=O)C2C3CC4OC(=O)C2C4C3)c1)c1ccccc1 (configuration not stated)	-6	1	0.96	1	1.1	-9	2	1	1	5
31	COc1ccc(OCCCON2C(=O)c3ccccc3C2=O)cc1	-2	1.1	1.1	1	1	-11	-7	1	1	2
32	COc1cccc(OC)c1C(=O)NCCSC1CCCCC1	-4	1.1	1.2	0.9	1	0	-5	0.9	0.9	-3
33	CCCNC(=O)Nc1cc(C)on1	-3	1.1	0.93	1.1	1	0	-7	1	1.1	1
34	COC(=O)C1=C(C)N(C)C(=O)NC1c1cc2c(cc1[N+](=O)[O-])OCO2 (configuration not stated)	6	1	1.3	0.6	0.9	-5	2	0.9	0.6	21
35	CC(C)CN1CCN(Cc2ccc(CN3CCCCC3)s2)CC1CCO (configuration not stated)	-2	1	0.89	0.9	1	-4	-3	1	1	-2
36	Cn1c(N2CCOCC2)c(/C=N/OC(=O)c2ccc(F)cc2)c2ccccc21	-8	1	0.43	0.9	1.1	-13	-2	0.9	0.9	-40
37	COC(=O)COc1ccc(NC(=O)Cn2nc(-c3ccccc3)c3ccccc3c2=O)cc1	-8	1	0.94	0.9	1.1	-15	-5	1	1.1	-2
38	O=C(N/N=C/c1ccc(O)cc1O)/C(=C/c1ccccc1)CCO	1	0.9	1.6	1	1	-79	12	0.8	1.2	-24
39	COCCNC(=O)c1onc(CSc2ccc(C(C)C)cc2)c1C(=O)O	-5	1.1	1.3	0.9	1	-10	-6	1	1	7
40	CCN1CCN(C(CNS(=O)(=O)c2ccc(OC)cc2)c2cccnc2)CC1 (configuration not stated)	-5	1.1	0.96	0.9	1	-16	-10	0.9	1	-5

Values in list order from above.
Compounds 24–34 in PMI act hi M6P, in turn: 0.9, 1, 1, 1, 0.9, 0.8, 1, 1, 0.9, 1.1, 0.6
Compounds 24–34 in NF-kB neuron act, in turn: 1.2, 0.53, 1, 0.96, 1.1, 1.1, 0.96, 1.1, 1.2, 0.93, 1.3

(list continues)
No.	SMILES	TNAP inh hi DEA	FLuc act counter	NF-kB neuron act	PMI act	TNAP act hi DEA	TNAP inh noacc	FLuc inhib CS	bIAP activator	PMI act hi M6P	APP 5'UTR act
41	Cc1ccc(NC(=S)N2CCC(c3nc4ccccc4s3)CC2)cc1C	4	1	0.89	0.9	1	-2	0	0.9	0.9	11
42	COC(=O)c1ccc(CSc2nc(C)nc3sc(C)c(C)c23)o1	0	1.1	0.9	1	1	-6	-6	1	1	3
43	COc1cc(-c2n[nH]c(=S)n2-c2cc(C(F)(F)F)ccc2Cl)cc(OC)c1OC	-4	1.1	1.2	0.9	1	-7	-7	0.8	0.9	-4
44	C(=N\N1CCN(Cc2ccccc2)CC1)/c1cccs1	-4	1	1.5	1	1	-15	3	0.9	1.1	32
45	Cc1cc2nc(C3CCCN(C(=O)NCc4ccccc4)C3)[nH]c2cc1C (configuration not stated)	-2	0.8	1.6	1	1	-10	19	1.1	1	20
46	O=C(O)CSc1nnc(CNc2cccc(C(F)(F)F)c2)n1Cc1ccco1	2	1	1.3	1.1	1	-6	0	1	1.1	-1
47	COc1ccc(N(C)S(=O)(=O)c2cccc(C(=O)OCC(=O)Nc3sc4c(c3C#N)CCCCC4)c2)cc1	1	1	1.3	0.8	1	-13	-1	1.1	0.9	12
48	CC(C)S(=O)(=O)CC(=O)c1ccc(Cl)cc1	-1	1.1	1	1.1	1	-8	-5	1	1	7
49	O=C(NC1CCS(=O)(=O)C1)Oc1ccccc1 (configuration not stated)	-1	1.1	1	0.9	1	-5	-6	0.9	1	-7
50	CCOCc1cc(C)[nH]c(=O)c1C#N	-1	1	1.1	1	1	-7	-1	1	1.1	-1
51	COc1ccc(-c2c[nH]c(=O)[nH]c2=O)cc1OC	-8	1	1.1	1	1.1	-8	-4	0.9	1	0
52	CC(C)[C@H](NC(=O)c1ccc(Cl)c([N+](=O)[O-])c1)C(=O)NCc1ccc(Cl)cc1Cl	0	1	0.95	0.9	1	1	-2	0.9	0.9	-9
53	COc1ccc(-c2csc(Nc3ccc(C)cn3)n2)cc1OC	-6	1	1.2	0.9	1.1	-8	0	0.9	0.8	31
54	CC1=NN(/C(=N\c2nnc(C)s2)Nc2ccccc2)[C@H](c2ccc(C)cc2)S1	-3	1	1.1	1	1	-7	-3	1.1	1	2
55	CCOc1ccc(/C=N/NC(=O)c2[nH]ncc2Br)c(O)c1	-2	0.1	4.4*	1	1	-140	91*	1.4	1.2	24
56	O=C(CSc1ccccc1)Nc1ccc(S(=O)(=O)NCC2CCCO2)cc1 (configuration not stated)	-2	1	1	0.9	1	-10	-5	1	0.9	0
57	Cc1ccc(N(C(=O)c2cc3ccccc3oc2=O)C2C=CS(=O)(=O)C2)cc1 (configuration not stated)	2	1	1.1	0.9	1	-6	-5	1	0.8	3
58	CCOc1ccc(-n2c(C)cc(C(=O)NS(=O)(=O)c3ccc(C)cc3)c2C)cc1	1	1	1.1	0.9	1	-14	-4	0.9	1	5
